Source: PubChem BioAssay
LEDGF integ inh – blocks HIV-1 LEDGF/p75-dependent DNA integration; inhibition, % at 3.7 µM; TR-FRET IN-LEDGF/p75 DNA integration, Eu/Cy5; AID 743269; hit rate 0.64% among 370,000;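 active = inhibition above the screen-wide mean plus 3 SD, cut at about 13% in these data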;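 note: signal is the Cy5 over europium emission ratio at 671 and 618 nm; 0% = plate median of compound wells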
PG9 binder – binds the HIV-1 gp120 antibody PG9. TR-FRET gp120-PG9 antibody binding. inhibition, % at 6.7 µM. hit rate 0.43% among 360,000. AID 624416; in the data active = inhibition above about 8.5%
Rev-erbA mod – modulates human Rev-erb alpha binding to DNA; P20393; Rev-erbα–FITC-DNA binding, fluorescence polarization, 90 min; activity, % at 10 µM; hit rate 0.79% among 370,000; AID 1259318;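 active = activity above about 14%, limit read from the data; passing the limit was not always enough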;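 note: 0% = DMSO wells with 35 nM protein and 100% = DMSO wells with 750 nM protein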
HTRA1 inhibitor – inhibitors of human serine peptidase HTRA1. Q92743. recombinant HTRA1, FP-rhodamine activity-based probe, fluorescence polarization. inhibition, % at 5.96 µM. hit rate 0.5% among 340,000; in the data active = inhibition above about 36%;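 note: 0% = enzyme with DMSO and 100% = wells lacking enzyme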
Target sequence (Q92743 whole entry, looked up): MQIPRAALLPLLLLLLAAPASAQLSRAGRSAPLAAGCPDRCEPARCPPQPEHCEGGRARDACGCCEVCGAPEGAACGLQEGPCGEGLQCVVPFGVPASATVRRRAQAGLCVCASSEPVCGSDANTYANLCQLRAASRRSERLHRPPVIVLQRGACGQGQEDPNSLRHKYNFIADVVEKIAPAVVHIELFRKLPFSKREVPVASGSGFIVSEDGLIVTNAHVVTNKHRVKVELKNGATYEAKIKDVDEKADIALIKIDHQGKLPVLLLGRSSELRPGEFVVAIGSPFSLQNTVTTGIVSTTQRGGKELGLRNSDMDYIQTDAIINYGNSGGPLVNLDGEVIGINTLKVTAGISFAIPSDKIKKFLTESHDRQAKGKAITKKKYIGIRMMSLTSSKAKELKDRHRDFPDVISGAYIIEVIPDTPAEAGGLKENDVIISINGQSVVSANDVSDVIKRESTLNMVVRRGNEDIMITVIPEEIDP
SIAE primary – inhibitors of human sialic acid acetylesterase SIAE. inhibition, % at 9.66 µM. SIAE FP-Rh probe binding, fluorescence polarization. hit rate 0.69% among 370,000. Q9HAT2. AID 1053197;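 active = inhibition above a cutoff: mean of compounds within the control limits plus 3 SD of those, cut at about 17% in these data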;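 note: 0% = plate median of compound wells and 100% = probe without SIAE protein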
TCR CD3 inh – blocks the human TCR-CD3 interaction | TAMRA-labeled TCR probe fluorescence, biochemical | inhibition, % at 9.4 µM | hit rate 0.37% among 360,000 | AID 651800; in the data active = inhibition above about 19%;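 note: recombinant mutant TCR 2C K166C tagged with TAMRA read by polarization; 0% = receptor in buffer alone and 100% = receptor with positive control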
TDP2 absorb – TDP2 (human) inhibition, absorbance primary screen; O95551; recombinant TDP2, T5PNP hydrolysis, p-nitrophenol absorbance 415 nm; inhibition, % at 12.8 µM; hit rate 0.34% among 370,000; AID 720702;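 active = inhibition above the mean of all tested compounds plus 3 SD, set per campaign, cut at about 25% in these data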;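 note: 0% = DMSO with enzyme and 100% = buffer with substrate but no TDP2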
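Evaluation: % inhibition relative to enzyme-containing and enzyme-free wells. Material: recombinant human TDP2. Benchmarks: enzyme-free and DMSO wells. Timing: enzyme reaction with compound for 2 h at 37 °C. Compound dosing: 12.8 µM only. Measured by: p-Nitrophenol epi absorbance. Reagent: T5PNP substrate at 5 mM, a TopII-DNA adduct mimic. Replication: single well per compound.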
PRMT1 FP inh – inhibitors of human PRMT1 | inhibition, % at 2.79 µM | recombinant PRMT1, activity-based probe fluorescence polarization | hit rate 1.3% among 370,000 | Q99873 | AID 652257;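 active = inhibition above about 21% made by adding two undisclosed values, limit read from the data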
ABHD4 inh – ABHD4 (mouse) inhibition, primary FP screen. purified mABHD4, FP-Rh probe fluorescence polarization. hit rate 0.54% among 370,000. Q8VD66. inhibition, % at 8.92 µM;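 active = inhibition exceeding the mean over every tested compound plus 3 SD, cut at about 30% in these data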;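 note: 0% = plate median of compound wells and 100% = S159A mutant with DMSO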
Target sequence (Q8VD66 whole entry, looked up): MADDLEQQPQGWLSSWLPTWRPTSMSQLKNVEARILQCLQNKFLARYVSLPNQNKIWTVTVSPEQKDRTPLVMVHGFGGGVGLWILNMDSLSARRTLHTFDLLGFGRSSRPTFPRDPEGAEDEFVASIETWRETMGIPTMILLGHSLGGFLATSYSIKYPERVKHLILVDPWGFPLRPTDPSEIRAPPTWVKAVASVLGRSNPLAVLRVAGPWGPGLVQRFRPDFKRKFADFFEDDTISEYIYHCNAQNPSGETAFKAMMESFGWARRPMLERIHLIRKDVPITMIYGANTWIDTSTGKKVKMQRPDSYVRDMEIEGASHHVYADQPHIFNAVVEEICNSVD
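system = mouse ABHD4 enzyme, wild type | medium = HEPES pH 7.0, NaCl, Pluronic buffer | also added = FP-Rh probe | incubation = Enzyme–compound pre-incubation 45 min, then probe 60 min, both 25 °C | technique = fluorescence polarization, excitation 525 nm, emission 598 nm, BODIPY TMR filters | controls = S159A mutant high control, sample median low control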
rCAG RNA binder – molecules binding r(CAG) RNA repeats; r(CAG) RNA repeat, TO-PRO-1 dye displacement fluorescence; inhibition, % at 3 µM; hit rate 1.3% among 370,000; AID 651821;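 active = inhibition above the plate cutoff, the mean of all test compounds on that plate plus 3 SD, cut at about 35% in these data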;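 note: 0% = DMSO alone and 100% = 100 µM mitoxantrone as full dye displacement; higher means more dye released from RNA so lower well fluorescence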
* = called active by the depositor; nt = no result given.

canonical_smiles,ABHD4 inh,HTRA1 inhibitor,TDP2 absorb,rCAG RNA binder,Rev-erbA mod,TCR CD3 inh,PG9 binder,PRMT1 FP inh,SIAE primary,LEDGF integ inh
COCCOC(=O)c1c(C)n(C)c2ccc(OC(=O)c3ccccc3F)cc12,0,-19,9,-4,2,6,-1.9,-3,-14,1
O=C(c1ccccc1F)N1N=C(C(F)(F)F)CC1(O)c1ccccc1 (configuration not stated),0,-6,-3,3,-8,-6,0.6,3,2,-3
Cc1ccc2nc(NC(=O)CCn3cccc3)sc2c1,-6,-10,6,0,-4,2,1.6,2,1,3
Fc1cccc(NC(=S)NC2CCCCCCC2)c1,-11,-17,14,-3,-3,7,-1.2,2,6,-2
Cc1[nH]c(=O)c(C#N)cc1-c1csc(-c2ccccc2)n1,-2,-3,2,-3,-6,-1,0.7,1,-13,-2
C[C@@H]1CN([C@H](C)CO)C(=O)c2cc(Br)cnc2O[C@H]1CN(C)C(=O)Nc1ccc2c(c1)OCO2,4,0,5,1,5,-5,-1.6,4,7,1
COc1cc(/C=C/C(=O)Nc2ccncc2)cc(OC)c1OC,-2,0,3,0,0,-4,-1.2,1,0,0
CCCC1=C(C(=O)OCC)C(c2ccccc2OC)NC(=O)N1 (configuration not stated),-1,-1,6,-2,3,-5,0.0,-1,7,2
CCCCn1c(=O)[nH]c(=O)c2c1nc(-c1ccccn1)n2CC,11,3,-3,-1,-10,0,-0.6,5,9,-5
N#Cc1ccc(C=NN2CCCCCC2)cc1,5,1,4,0,-1,-2,-0.4,5,12,-2
CN=CC1=C(O)CC(C)(C)CC1=O,13,4,17,-3,-4,0,-1.1,0,6,1
COc1ccc(NC(=O)C2CCCN(S(=O)(=O)c3cnc[nH]3)C2)cc1 (configuration not stated),8,-2,-6,-2,-2,-6,-1.3,3,-3,-3
Cc1ccccc1NC(=O)CC(=O)Nc1ccccc1C,7,-5,13,3,-3,-4,0.1,2,1,-2
COCCCNC(=S)N1CCN(c2nc(C)nc3sc4c(c23)CCCC4)CC1,-3,-10,5,-7,4,-6,0.8,-2,2,0
COC(=O)c1sccc1NC(=O)NC1CCCCC1,3,-5,5,-1,-1,-3,1.1,2,-1,-2
N#Cc1ccccc1NC(=O)COC(=O)/C=C/c1cn(-c2ccccc2)nc1-c1ccc(Cl)cc1,7,-4,3,1,-2,-6,-1.2,3,4,-2
CC(C)(C)S(=O)N1Cc2cc(C(=O)NCCCN3CCOCC3)nc(-c3cccc(-c4cc5ccccc5o4)c3)c2[C@H]1CCO (some centres not stated),-5,nt,-6,12,-2,-6,-2.1,1,-6,-5
Cn1c(=O)oc2cc(S(=O)(=O)Nc3ccc(Cl)cc3F)ccc21,2,-4,6,3,-5,3,-0.8,-1,3,0
Cc1cccc(OCC(=O)NCC(=O)N/N=C/c2ccccc2)c1,1,-6,-19,0,-1,4,-0.7,1,2,4
O=C(CCS(=O)(=O)c1ccccc1)N1CCOCC1,4,-1,0,3,-7,3,-0.2,-4,-3,-2
CC(=O)c1ccc(NC(=O)COC(=O)c2nc(Cl)ccc2Cl)cc1,6,8,-3,1,-3,10,0.7,0,6,-4
Cc1ccc(N2C(=O)[C@@H]3[C@H](C2=O)C2CCCN2[C@@H]3C(=O)c2ccccc2)cc1 (some centres not stated),-4,-3,8,14,-3,3,-1.4,17,6,-3
O=C(C1CN(S(=O)(=O)c2ccccc2)CCN1S(=O)(=O)c1ccccc1)N1CCCCCC1 (configuration not stated),2,3,-5,1,3,-6,-1.0,-6,6,0
CC1=C(C(N)=O)C(c2ccccc2)n2nc(-c3ccncc3)nc2N1 (configuration not stated),6,-3,11,0,4,-8,0.9,3,-5,0
O=C(Cc1c[nH]c2ccccc12)OCC(=O)c1ccccc1,-7,-6,-10,10,2,-4,1.5,3,-2,3

The results go on:
canonical_smiles,ABHD4 inh,HTRA1 inhibitor,TDP2 absorb,rCAG RNA binder,Rev-erbA mod,TCR CD3 inh,PG9 binder,PRMT1 FP inh,SIAE primary,LEDGF integ inh
COc1ccc(C2Nc3ccccc3C(=O)N2Cc2ccco2)cc1COc1ccc(NC(C)=O)cc1 (configuration not stated),-16,-33,7,6,3,5,-0.4,-1,-6,0
Cc1cccc(NC(=O)Nc2cccc(C)n2)n1,-5,-2,-12,-1,0,3,1.6,-2,-3,-2
Cc1ccc(CC23CN4CCN(CC(C4)C2O)C3)c(C)c1 (configuration not stated),-3,9,-7,-2,-2,-7,1.1,4,-4,4
CN(C(=O)COC(=O)c1cc(S(=O)(=O)N2CCCCC2)ccc1N1CCOCC1)C1CCS(=O)(=O)C1 (configuration not stated),-3,1,0,5,-4,-3,-1.6,-1,1,2
CN1CCN(C=NC2=NN(c3cccc(C(F)(F)F)c3)CC2)CC1,2,7,4,-1,4,8,-23,-1,8,2
CC1CC(C)CN(C(=O)COC(=O)c2ccc[nH]c2=O)C1 (configuration not stated),2,6,1,1,0,-1,-0.3,1,-1,-4
C[n+]1cn(Cc2cc(Cl)ccc2OC(F)F)c2ccccc21,2,-2,2,0,0,-3,-0.1,-3,2,6
Cc1ccc(C)c(-n2c(CNc3ccc(F)cc3)nnc2SCC(N)=O)c1,4,-1,-1,-6,-3,-6,-0.1,-6,1,1
O=Cc1cn(-c2ccc(F)cc2)c2ccccc12,-4,-5,-8,-3,0,5,-0.2,-3,4,-1
C#CCSc1nc(N)c2c(n1)OC(N)=C(C#N)C2c1cccnc1 (configuration not stated),-6,3,-4,0,-4,-3,-1.7,-1,9,-4
COc1ccc(S(=O)(=O)N2CCc3cc(OC)c(OC)cc3C2)cc1,0,3,-3,-4,5,4,0.1,2,-2,-2
COc1ccc(NS(=O)(=O)c2cccs2)cc1S(=O)(=O)N1CCOCC1,-2,1,2,-1,1,14,0.5,-3,-3,-3
COc1ccc(C2C(C#N)=C(N)N(c3ccccc3)C3=C2C(=O)CCC3)cc1Cn1cc([N+](=O)[O-])cn1 (configuration not stated),9,14,-10,13,1,8,0.8,3,10,-1
COc1ccc(S(=O)(=O)N2CCCCC2)cc1-n1cnnn1,1,-6,10,-4,0,-1,-0.3,-6,2,1
COc1ccccc1N1CCN(c2ccc(S(=O)(=O)N3CCN(C)CC3)cn2)CC1,-11,3,-12,2,-6,-13,0.2,7,-6,2
Cc1ccc(OCC(=O)NC2CCS(=O)(=O)C2)cc1 (configuration not stated),-3,0,2,3,1,2,0.4,-3,4,4
CCn1cc(C(=O)NCCC(=O)NCCO)c(=O)c2cc3c(cc21)OCO3,1,3,3,-1,-7,-3,3.0,1,-3,-2
COC(=O)c1ccc(Cn2nnc3c(=O)[nH]c(C4CCCN(S(=O)(=O)c5ccccc5)C4)nc32)cc1 (configuration not stated),1,4,-6,4,-9,3,-1.4,-7,6,3
COc1ccccc1N1CCN(S(=O)(=O)c2c(C)[nH]c(=O)[nH]c2=O)CC1,-13,3,-20,0,-3,-6,-1.0,9,1,-6
Cc1cc(N)ncc1[N+](=O)[O-],2,1,-5,-1,5,-3,-1.4,4,4,-6
O=C(NCCO)c1cccc2c1-c1ccccc1C2=O,-2,8,-4,1,0,-2,-1.5,1,0,3
CS(=O)(=O)N(CC(=O)NCc1ccc2c(c1)OCO2)Cc1ccc(Cl)cc1,-5,-8,7,-3,0,-10,-0.7,-1,-1,1
O=C(CCS(=O)(=O)c1ccccc1)Nc1nc2cc3c(cc2s1)OCCO3,1,-7,10,1,-6,7,-2.5,0,-12,-1
COc1ccc(-c2cc(C#N)nc(N3CCN(C)CC3)n2)cc1,-6,5,-6,-8,5,-4,-1.2,5,-8,2
CCc1ccc2[nH]c(=O)c(CN(Cc3ccc4c(c3)OCO4)Cc3nnnn3C3CCCC3)cc2c1,-3,-63,-8,2,7,-1,-1.4,-1,2,1

Structural class, those above containing an aryl thioether with sulfur outside any ring
canonical_smiles,ABHD4 inh,HTRA1 inhibitor,TDP2 absorb,rCAG RNA binder,Rev-erbA mod,TCR CD3 inh,PG9 binder,PRMT1 FP inh,SIAE primary,LEDGF integ inh
Cc1ccc(C)c(-n2c(CNc3ccc(F)cc3)nnc2SCC(N)=O)c1,4,-1,-1,-6,-3,-6,-0.1,-6,1,1
C#CCSc1nc(N)c2c(n1)OC(N)=C(C#N)C2c1cccnc1 (configuration not stated),-6,3,-4,0,-4,-3,-1.7,-1,9,-4

(continued)
canonical_smiles,ABHD4 inh,HTRA1 inhibitor,TDP2 absorb,rCAG RNA binder,Rev-erbA mod,TCR CD3 inh,PG9 binder,PRMT1 FP inh,SIAE primary,LEDGF integ inh
CC(C)C1C(=O)N(Cc2cn(CCC3OCCCO3)nn2)CCS(=O)(=O)N1Cc1ccc(-c2ccc(Cl)cc2)cc1 (configuration not stated),-4,-9,-2,5,-1,-6,-1.9,7,0,-7
COc1cccc(Cn2cnc3c(NS(=O)(=O)c4ccc(Cl)cc4)c(C)c(C)cc32)c1,2,-5,-6,-1,-1,-1,-0.9,0,-2,0
CC(=O)Nc1ccc(NC(=O)CCc2nc3sc4c(c3c(=O)[nH]2)CCCC4)cc1,7,-2,-2,8,-2,4,-0.5,-2,-7,1
COc1ccc(/C=N/Nc2snc(SC)c2C#N)cc1OC,35*,2,-12,50*,9,1,-6.3,7,-4,0

Grouped by structure: those above containing an NH in an aromatic ring.
canonical_smiles,ABHD4 inh,HTRA1 inhibitor,TDP2 absorb,rCAG RNA binder,Rev-erbA mod,TCR CD3 inh,PG9 binder,PRMT1 FP inh,SIAE primary,LEDGF integ inh
Cc1[nH]c(=O)c(C#N)cc1-c1csc(-c2ccccc2)n1,-2,-3,2,-3,-6,-1,0.7,1,-13,-2
CCCCn1c(=O)[nH]c(=O)c2c1nc(-c1ccccn1)n2CC,11,3,-3,-1,-10,0,-0.6,5,9,-5
COc1ccc(NC(=O)C2CCCN(S(=O)(=O)c3cnc[nH]3)C2)cc1 (configuration not stated),8,-2,-6,-2,-2,-6,-1.3,3,-3,-3
O=C(Cc1c[nH]c2ccccc12)OCC(=O)c1ccccc1,-7,-6,-10,10,2,-4,1.5,3,-2,3
CC1CC(C)CN(C(=O)COC(=O)c2ccc[nH]c2=O)C1 (configuration not stated),2,6,1,1,0,-1,-0.3,1,-1,-4
COC(=O)c1ccc(Cn2nnc3c(=O)[nH]c(C4CCCN(S(=O)(=O)c5ccccc5)C4)nc32)cc1 (configuration not stated),1,4,-6,4,-9,3,-1.4,-7,6,3
COc1ccccc1N1CCN(S(=O)(=O)c2c(C)[nH]c(=O)[nH]c2=O)CC1,-13,3,-20,0,-3,-6,-1.0,9,1,-6
CCc1ccc2[nH]c(=O)c(CN(Cc3ccc4c(c3)OCO4)Cc3nnnn3C3CCCC3)cc2c1,-3,-63,-8,2,7,-1,-1.4,-1,2,1
CC(=O)Nc1ccc(NC(=O)CCc2nc3sc4c(c3c(=O)[nH]2)CCCC4)cc1,7,-2,-2,8,-2,4,-0.5,-2,-7,1

Some of the compounds tested; the hit share may differ from the screen's.
